LmPK inh = LmPK (Leishmania mexicana) enzyme inhibition; Q27686; purified LmPK, Kinase-Glo ATP luminescence, 1 h; Potency, µM (titrated, usually from 57.5 µM), inactives show at the highest dose activity change, negative = inhibition, most hits filed as inhibitors; 290,000 compounds, 0.37% hits; note: potency is the fitted concentration of half-maximal effect
Target sequence (Q27686 whole entry, looked up): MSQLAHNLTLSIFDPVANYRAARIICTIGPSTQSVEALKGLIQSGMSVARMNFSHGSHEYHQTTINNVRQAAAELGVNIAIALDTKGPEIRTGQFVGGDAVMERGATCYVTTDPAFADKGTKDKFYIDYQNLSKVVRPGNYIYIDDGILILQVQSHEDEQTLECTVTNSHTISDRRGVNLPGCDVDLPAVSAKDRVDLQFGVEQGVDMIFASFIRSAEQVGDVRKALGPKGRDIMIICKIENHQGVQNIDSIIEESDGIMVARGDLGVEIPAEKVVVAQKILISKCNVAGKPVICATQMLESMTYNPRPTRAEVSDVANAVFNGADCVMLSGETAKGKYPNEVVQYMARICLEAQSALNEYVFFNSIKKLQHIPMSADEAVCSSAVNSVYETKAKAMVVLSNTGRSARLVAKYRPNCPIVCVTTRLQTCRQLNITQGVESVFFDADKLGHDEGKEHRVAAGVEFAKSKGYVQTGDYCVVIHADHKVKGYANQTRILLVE
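qHTS format; LmPK 0.1 nM; substrates PEP 0.5 mM and ADP 0.1 mM. One-hour room-temperature incubation, then coupled luciferase luminescence; 0.5 nM enzyme wells mark activation.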
AMA1 RON2 block = disrupts binding of P. falciparum AMA1 to RON2 | AlphaScreen AMA1-biotinylated RON2 peptide binding | Potency, µM (top dose mostly 58.2 µM), for the others: top-dose activity change, negative = inhibition, most hits filed as inhibitors | 360,000 compounds, 0.2% hits;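 note: potency is the fitted concentration of half-maximal effect; 0% = vehicle wells and -100% = peptide control; nearly all actives have a fitted effect of over 45% in size; some results filed as inactive show a strong effect at the top dose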
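AMA1 (3D7) with his tag at 25 nM final met compounds first, then biotinylated RON2 peptide at 25 nM; detection used donor plus acceptor beads, 10 µg/mL apiece, read by AlphaScreen after 30 min at room temperature.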
AmpC inh no detg = inhibitors of E. coli AmpC beta-lactamase without detergent; P00811; AmpC nitrocefin hydrolysis, absorbance 480 nm, 0.0001% Triton; Potency, µM (series often up to 57.1 µM), for inactives: at the highest dose activity change, negative = inhibition, most hits filed as inhibitors; 330,000 compounds, 0.52% hits;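 note: potency is the fitted concentration of half-maximal effect; plate controls were no compound for no effect and no enzyme for full effect; nearly all actives have a fitted effect of over 20% in size; some results filed as inactive show a strong effect at the top dose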
Target sequence (P00811 whole entry, looked up): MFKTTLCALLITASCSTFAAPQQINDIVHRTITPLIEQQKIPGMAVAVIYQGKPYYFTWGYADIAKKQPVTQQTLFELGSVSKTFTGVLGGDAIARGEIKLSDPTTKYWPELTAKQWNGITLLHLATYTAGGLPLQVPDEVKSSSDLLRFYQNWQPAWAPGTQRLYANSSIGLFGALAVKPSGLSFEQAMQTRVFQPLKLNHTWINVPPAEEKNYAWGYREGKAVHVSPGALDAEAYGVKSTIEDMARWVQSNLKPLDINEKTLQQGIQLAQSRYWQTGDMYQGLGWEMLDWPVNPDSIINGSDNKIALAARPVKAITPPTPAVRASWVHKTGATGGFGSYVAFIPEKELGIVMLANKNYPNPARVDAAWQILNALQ
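20 mM phosphate pH 7.0 + 0.01% (detergent screen) or 0.0001% Triton X-100; 5.3 nM AmpC reagent; cpd preinc 15 min RT; nitrocefin (800 uM stock) to start; A480 q20 s × 4 min; Activity was normalised to no-enzyme and no-compound control wells.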
Sm TGR block = inhibitors of Schistosoma mansoni thioredoxin glutathione reductase. Q962Y6. purified TGR, DTNB reduction, TNB absorbance 405 nm. Potency, µM (highest dose often 114 µM), without a hit: top-dose activity change, negative = inhibition, hits mostly inhibitors. 360,000 compounds, 3% hits. AID 485364; note: potency is the fitted concentration of half-maximal effect; nearly all actives have a fitted effect of over 60% in size
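Kinetic colorimetric format: TGR-catalysed, NADPH-driven DTNB reduction monitored via TNB absorbance. Enzyme dispensed at 20 nM; compound exposure 15 min at room temperature before reaction start.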
Tb PYK inh = T. brucei pyruvate kinase inhibition | TbPYK enzyme, Kinase-Glo Plus ATP luminescence, 45 min | Q57TT1 | 410,000 compounds, 0.12% hits | AID 624173 | Potency, µM (doses to about 76.8 µM), for the others: top-dose activity, negative = inhibition, hits mostly inhibitors; note: potency is the fitted concentration of half-maximal effect; nearly all actives have a fitted effect of over 50% in size
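ADP (130 uM final) triggers the TbPYK reaction after compound addition; incubation is 45 min at room temperature. Kinase-Glo Plus is then added and luminescence imaged. Normalized data are fitted to concentration-effect curves.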
AmpC inh detg = inhibitors of E. coli AmpC beta-lactamase with detergent. P00811. AmpC hydrolysis of nitrocefin, absorbance 480 nm, 0.01% Triton. Potency, µM (doses to about 114 µM), for the others: at the highest dose activity change, negative = inhibition, most hits filed as inhibitors. 370,000 compounds, 0.041% hits. AID 485294;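 note: potency is the fitted concentration of half-maximal effect; 0% = no-compound wells and -100% = no-enzyme wells; nearly all actives have a fitted effect of over 25% in size; some results filed as inactive show a strong effect at the top dose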
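20 mM phosphate pH 7.0 + 0.01% (detergent screen) or 0.0001% Triton X-100; 5.3 nM AmpC reagent; cpd preinc 15 min RT; nitrocefin (800 uM stock) to start; A480 q20 s × 4 min; Activity was normalised to no-enzyme and no-compound control wells.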
HCMV inh = inhibitors of human cytomegalovirus | HFF cells, HCMV-luciferase reporter, 72 h; stronger effect = lower value | activity change, negative = inhibition, % at 57.5 µM | 410,000 compounds, 4.5% hits; in the data active = activity change below about -60%; inconclusive = no clear call, values can overlap the other calls; inactive = above about -39%
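HFF cells seeded 16 h at 37C, treated with compounds, infected with luciferase-reporter HCMV at MOI 1 PFU/cell; luciferase read at 72 h post infection, normalized to buffer-only and Salinomycin controls.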
* hit, by the source's call; ? = inconclusive; nt = not tested or not shown; [ ] = dose if it differs, or a comment. Unless noted, calls come from the whole dose curve; as a rule, active = well fitted curve in the direction sought with a large enough effect; inconclusive = small, poorly fitted or top-dose-only effect, or another doubt; inactive = no such curve, though single readings can be large; an effect the other way counts as inactive or inconclusive. Unless noted, % is set by controls: 0 for no effect and ±100 for the full control effect.

Compound,LmPK inh,AMA1 RON2 block,AmpC inh no detg,Sm TGR block,Tb PYK inh,AmpC inh detg,HCMV inh
COc1cccc(OCc2nnc(-c3cccs3)o2)c1,0%,nt,-18%,1%,nt,-2%,-77*
Cc1cc(C(=O)Nc2cc(S(C)(=O)=O)ccc2Cl)c(C)o1,nt,0%,-16%,nt,-5%,nt,18
O=C(COC(=O)c1nc(Cl)ccc1Cl)NCc1ccc(Cl)cc1,nt,12%,-49%,3%,0%,-4%,0
CCn1nnnc1NCc1ccc(OCc2c(F)cccc2Cl)c(OC)c1,-1%,-5%,-12%[2.29 µM],-1%,2%,-1%,-34
CC(=O)Nc1ccc(S(=O)(=O)N2CCN(c3nc4ccccc4n3CC(C)C)CC2)cc1,-1%,3%,17%,0%,3%,-6%,-25
CCOC(=O)C1CCCN(C(=O)c2ccc(S(=O)(=O)Nc3ccccc3OC)cc2)C1 (stereo not drawn),nt,17%,53%,-20%,1%,?,-30
CCOc1ncccc1C(=O)OCC(=O)Nc1cccc(C(C)=O)c1,1%,-3%,-3%,-31%,-3%,-1%,1
CCOC(=O)/C=C(\C)N1N=C(c2ccccc2)CC1c1ccccc1 (stereo not drawn),0%,31%[activator],-22%,?,0%,4%,216
COC(=O)[C@@H](NCc1ccc(OC)c(B(O)O)c1)C(C)C,nt,11%,nt,nt,-4%,nt,-12
COc1ccc(-c2ccnc3nc(Sc4ncc(C(F)(F)F)cc4Cl)nn23)cc1,4%,-3%,32%,13%,-10%,3%,31

The list continues:
Compound,LmPK inh,AMA1 RON2 block,AmpC inh no detg,Sm TGR block,Tb PYK inh,AmpC inh detg,HCMV inh
Cc1ccc(S(=O)(=O)N2CCN(C(=O)C3CCCO3)CC2)cc1C (stereo not drawn),-11%,-4%,0%,13%,-9%,-2%,-14
CC(=O)Nc1sc(C)c(C)c1C(=O)OCC(=O)Nc1ccccc1,nt,2%,-24%,3%,0%,0%,-26
CCn1c(SCc2nnc(-c3ccccc3)o2)nc2c1c(=O)n(C)c(=O)n2C,-3%,nt,-14%,7%,nt,-9%,nt
CCOC(=O)Cc1nnc(NC(=O)CCc2ccccc2)s1,-3%,-4%,-21%,-5%,8%,2%,-13
COc1ccc(-c2csc(NC(=S)NC(=O)c3ccco3)n2)cc1,0%,5%,-40%,-35%,3%,-5%,-19
O=C(C1=C[C@@H](c2coc3ccccc3c2=O)C[C@@H](OCc2ccc(CO)cc2)O1)N1CCOCC1,0%,1%,54%,-16%,1%,-4%,13
O=C(N/N=C/C=C/c1ccccc1[N+](=O)[O-])c1cc(-c2ccccc2)n[nH]1,1%,4%[2.32 µM],19%,-3%,-1%,?,20
CN(Cc1ccccc1)C(=O)c1nc2ccccn2c1CN1CCc2sccc2C1,1%,-11%,108%[activator],-2%,6%,7%,13
CCc1cc(=O)oc2cc(OCC(=O)N3CC[C@@]4(O)CCCC[C@H]4C3)ccc12,-9%,0%,-19%,-1%,10%,?,0
COc1cc(/C=N\Nc2ccc([N+](=O)[O-])cc2)ccc1OCC(=O)Nc1ccc(C)c(C)c1,-2%,-1%,-39%,-12%,-7%,-13%,-72*

Continuation.
Compound,LmPK inh,AMA1 RON2 block,AmpC inh no detg,Sm TGR block,Tb PYK inh,AmpC inh detg,HCMV inh
O=C(Nc1ccccc1)C1CC=CCC1C(=O)OCC1CCCO1 (stereo not drawn),0%,8%,-16%,16%,-1%,8%,-7
O=C(c1cccc(Oc2ccccc2)c1)N1CCOCC1,-1%,6%,4%,-3%,-8%,?,12
CN(Cc1c(F)cccc1Cl)S(=O)(=O)c1cccs1,1%,10%,-33%,-6%,-4%,1%,-19
COc1ccc(/C=N\NC(=O)c2cccc(Br)c2)c(OC)c1,-8%,0%,-4%,?,-11%,0%,-19
CCCOc1ccc(/C=N/NC(=O)C2CC2)c(OCCC)c1,-3%,-3%,-9%,-16%,0%,-9%,-23
O=C(N/N=C/c1cccc(Oc2ccccc2)c1)c1cc[n+]([O-])cc1,2%,11%,41%,65%[activator],3%,2%,-13
COc1ccc(CC(C)N2CCN(Cc3ccccc3)CC2)c(OC)c1 (stereo not drawn),0%,-22%,?,0%,2%,?,8
O=C(COc1ccccc1F)Nc1ccc2c(c1)OCCO2,-2%,-5%,-9%,-1%,14%,-3%,-14
Cc1cc(C)nc(NC(=O)COc2cc(Cl)cc(Cl)c2)n1,-2%,-12%,-12%,-1%,1%,2%,14
COc1ccc(OC)c(NC(=O)COC(=O)CCc2ccc(S(=O)(=O)N3CCOCC3)cc2)c1,nt,3%,96%[activator],nt,9%,nt,3

The final three records of the part above come first, to join the parts:
Compound,LmPK inh,AMA1 RON2 block,AmpC inh no detg,Sm TGR block,Tb PYK inh,AmpC inh detg,HCMV inh
O=C(COc1ccccc1F)Nc1ccc2c(c1)OCCO2,-2%,-5%,-9%,-1%,14%,-3%,-14
Cc1cc(C)nc(NC(=O)COc2cc(Cl)cc(Cl)c2)n1,-2%,-12%,-12%,-1%,1%,2%,14
COc1ccc(OC)c(NC(=O)COC(=O)CCc2ccc(S(=O)(=O)N3CCOCC3)cc2)c1,nt,3%,96%[activator],nt,9%,nt,3
CCOC(=O)c1c(NC(=O)COC(=O)c2nc(Cl)ccc2Cl)sc(C(=O)NC)c1C,nt,-12%,-1%,5%,0%,-13%,-18
COc1ccccc1Oc1nnnn1-c1ccc(C(N)=O)cc1,5%,-2%,-15%,-5%,-5%,-5%,-3
CC(C)CC(=O)Nc1ccc(C(=O)COC(=O)Cc2n[nH]c(=O)c3ccccc23)cc1,nt,10%,-30%,-14%,6%,-3%,-32
O=C(COC(=O)C1CC1)Nc1ccc(Cl)cc1Cl,nt,6%,-8%,-1%,-6%,1%,-23
O=C(CN1CCN(S(=O)(=O)c2ccc(Cl)cc2)CC1)NC(=O)NC1CCCCC1,5%,-11%,46%,-1%,4%,-1%,-3
Cc1ccc(C(=O)NC2CCN(CC(=O)Nc3c(C)cc(C)cc3C)CC2)cc1,-1%,-4%,41%,1%,4%,?,58
O=C(O)c1cc2ncc(CCO)cn2n1,0%,-9%,-18%,8%,-3%,0%,-4
Cc1cc(=O)oc2c(C)c(OCC(=O)NC3CCN(Cc4ccccc4)CC3)ccc12,-4%,-9%,17%,3%,2%,2%,17
O=C(CCN1CCOCC1)N/N=C/c1cc(Br)cc(Br)c1O,-4%,40%[activator],6%,-28%,-1%,-7%,81
COC(=O)c1ccc(S(=O)(=O)c2ccc([N+](=O)[O-])cc2)cc1,1%,-2%,-7%,-4%,-5%,2%,9

Next section.
Compound,LmPK inh,AMA1 RON2 block,AmpC inh no detg,Sm TGR block,Tb PYK inh,AmpC inh detg,HCMV inh
O=C(Nc1ccc(-c2nc3cc(NC(=O)c4ccc(Cl)cc4)ccc3o2)cc1)c1ccc(Cl)cc1,nt,nt,nt,3%,1%,0%,16
CC(=O)OCC(=O)C12OC(C)(C)OC1CC1C3CC=C4CC(O)CCC4(C)C3CCC12C (stereo not drawn),nt,-4%,nt,nt,0%,nt,28
COc1ccc(C(=O)COC(=O)c2c(C)noc2C)cc1Cl,nt,1%,-22%,nt,-13%,nt,-19
O=C(O)c1cccc(S(=O)(=O)NCC2CCCO2)c1 (stereo not drawn),-3%,-1%,-52%,-12%,5%,-7%,-8
CC1(C(=O)NS(C)(=O)=O)CCN1C(=O)CC(c1ccccc1)c1ccccc1 (stereo not drawn),nt,4%,nt,nt,-2%,nt,1
Cc1cccc(COC[C@H](Cc2ccccc2)N2CCN(C(=O)c3cccc(Cl)c3)CCC2=O)c1,nt,-4%,nt,nt,-2%,nt,5
CC(C)Oc1ccc(F)cc1-c1cc(C(=O)NCc2cccs2)[nH]n1,nt,-6%,nt,nt,-5%,nt,7
CSc1ccc(CNCc2ccco2)cc1,-1%,-5%,-9%,9%,0%,-4%,23
O=C1CC(c2ccccc2)CC(O)=C1C=NCC1CCCO1 (stereo not drawn),0%,-2%,-2%,4%,-5%,-1%,-12
COc1ccc(CCN2CC(C(=O)NCc3nc4ccccc4n3C)CCC2=O)cc1 (stereo not drawn),-9%,1%,92%[activator],-14%,-7%,-1%,38

Continuation.
Compound,LmPK inh,AMA1 RON2 block,AmpC inh no detg,Sm TGR block,Tb PYK inh,AmpC inh detg,HCMV inh
O=C(CNC(=O)c1ccccc1)OCc1nnc(-c2ccc(Cl)cc2)o1,0%,-27%,-45%,1%,0%,1%,-33
CCOC(=O)[C@H]1[C@H]2COc3ccc(C)cc3[C@@H]2N2C(=O)c3ccccc3NC(=O)[C@@]12C,nt,-12%,3%,-10%,-11%,-1%,-34
Cc1ccc(C(=O)NC(C)c2ccncc2)o1 (stereo not drawn),-4%,-7%,39%,-5%,3%,-3%,60
CCCn1c(NCc2c[nH]c3ccccc23)nc2ccccc21,4%,-22%,-31%,6%,-3%,-9%,42
Cc1ccc(C2=CSC3=NCCN23)c(C)c1,-11%,-5%,-20%,0%,?,-17%,35
CCC(OC(=O)c1nsc(Cl)c1Cl)C(=O)NCc1ccco1 (stereo not drawn),4%,-13%,-15%,3%,-3%,-14%,21
CCC(=O)NC(O)C(=O)c1ccc(C)cc1 (stereo not drawn),-1%,13%,-9%,9%,3%,-3%,32
CCN(CC)S(=O)(=O)c1ccc2c(c1)N(CC(=O)N1CCN(c3ccc(F)cc3)CC1)C(=O)CO2,nt,nt,138%[activator],-12%,-4%,-8%,12
Cc1nonc1OCCNCCNc1ccccc1[N+](=O)[O-],11%,-5%,-15%,10%,3%,0%,19
C/C(=N/NC(=O)c1ccc(C)nc1)c1ccc2c(c1)CCCC2,-1%,37%[activator],-24%,6%,1%,-14%,2

(further entries)
Compound,LmPK inh,AMA1 RON2 block,AmpC inh no detg,Sm TGR block,Tb PYK inh,AmpC inh detg,HCMV inh
COc1cccc(NC(=O)CCN2CCN(CCO)CC2)c1,nt,nt,nt,1%,-8%,1%,0
CC(C)CC1CCCCC1OC(=O)C[N+]1(C)CCCCC1 (stereo not drawn),-20%,-16%,46%,2%,4%,11%,?
Nc1ccc(CC(N)c2csc(Nc3ncccn3)n2)cc1 (stereo not drawn),nt,60%[activator],nt,nt,0%,nt,-24
Cc1nc2cc(-c3ccccc3)nn2c(C)c1CCC(=O)N1CCN(c2ccccn2)CC1,13%,nt,-6%,-11%,nt,-12%,nt
O=P(Cc1cc(Br)cc(Br)c1OCCO)(c1ccccc1)c1ccccc1,-1%,-2%,16%,0%,0%,1%,-5
CCCCN(C(=O)CCC(=O)Nc1cc(C)on1)C(C(=O)NC1CCCC1)c1ccc(OCC)cc1 (stereo not drawn),10%,-3%,49%[activator],8%,-4%,-8%,26
